Lipid storage S3: qHTS Assay for Lipid Storage Modulators in Drosophila S3 Cells; 320,000 tested, 0.64% active; Drosophila S3 cells, BODIPY lipid droplet fluorescence, 18-24 h; cells fed with added oleic acid; lipid storage change, negative = inhibition, % at the top dose, mostly 46.1 µM; hits show Potency in µM; AID 2685; active = well fitted inhibition curve with a large enough effect in the signal ratio, with a control signal flat, not every such curve was filed as active; inconclusive = small, poorly fitted or top-dose-only effect, or effect the other way, or a change in a side signal; the % refers to the signal ratio
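Drosophila S3 cells got compounds at several concentrations plus oleic acid (400 uM solution). Laser-scanning cytometry with 488 nm excitation read lipid droplets at 500-530 nm and cells at 575-640 nm. Percent activity was relative to 20 uM Triacsin C.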
Lipid storage S3 cell count max: recorded beside Lipid storage S3, whose call it bears; cell number change, %; measured here: cell count max response;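 cells counted by Cell Tracker Red CMTPX staining in the red channel; peak over a dose series mostly up to 46.1 µM; percent activity relative to internal control wells on each plate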
* = called active by the depositor; i = inactive; ? = inconclusive; · = no result given; [ ] = another dose, or the depositor's remark. % is set by controls: 0 for no effect and ±100 for the full control effect; potency is the fitted concentration of half-maximal effect.

compound,Lipid storage S3,Lipid storage S3 cell count max
CC1=C(C(=O)OCc2ccccc2)C(c2ccc(Cl)cc2)NC(=O)N1CCCCCC(=O)O (stereo unspecified),8%,14
CC(C(=O)Nc1ncc2c(n1)CC(C)(C)CC2=O)N1C(=O)c2ccccc2C1=O (stereo unspecified),?,·
CC(=O)c1cccc(NC(=O)c2nccnc2C(=O)O)c1,-7%,5
CN1CCC(=NNC(=O)C(=O)NC2CCCCC2)CC1,?,·
C=CCOc1ccc(/C=C2\C(=N)N3N=C(S(=O)(=O)CC)SC3=NC2=O)cc1OC,?,·
CCCNC(=S)N1CCN(C(c2ccccc2)c2ccccc2)CC1,?,·
CCCc1cc(-c2n[nH]c(=S)n2Cc2ccccc2)cs1,i,-3
Cc1nc(SCC(=O)c2cc3ccccc3oc2=O)c(C#N)c(C)c1C(=O)Nc1ccccc1,i,·
COc1ccc(CCNC(=O)COC(=O)c2cc(=O)c3ccccc3o2)cc1,?,·
CN(CC(=O)O)S(=O)(=O)c1ccc2[nH]c(=O)c(=O)[nH]c2c1,4%,·
CCOC(=O)Cn1nnnc1CN1CCN(c2ccc(OC)cc2)CC1,?,·
CN(C)C(CNC(=O)c1cccc(S(=O)(=O)Nc2ccccc2Cl)c1)c1ccco1 (stereo unspecified),24%,-2
CC(/C=N/NC(=O)COc1ccccc1C)=N\NC(=O)COc1ccccc1C,i,-6
O=C(NCc1ccccn1)C(=O)Nc1ccccc1,18%,-5
CCOc1ccccc1NC(=O)C1CCCN(S(=O)(=O)c2ccc(-n3cnnn3)cc2)C1 (stereo unspecified),i,21
CCCC(C(=O)NCc1ccccc1)N(C(=O)Cn1nnc(-c2cccs2)n1)c1ccc2c(c1)OCCO2 (stereo unspecified),5%,12
COc1ccc(C(=O)CSc2ccc3nnc(-c4cccnc4)n3n2)cc1,-6%,-3
C1CCN(Cc2nnnn2CC2CCCO2)CC1 (stereo unspecified),-3%,-4
O=C1CCCc2c1[nH]c1ccc(CN3CCCCC3)cc21,?,·
CCN(CC)C(=O)C1CCN(Cc2cn(C)nc2-c2ccc(Oc3ccccc3)cc2)CC1,13%,-3
COc1ccc(CCN(C)CCC(=O)Nc2cccc(C)c2)cc1OC,-1%,23
O=c1oc2ccccc2nc1/C=C(\O)c1ccccc1,-16%,17
Cc1ccc(Nc2cc(C)nn2-c2nc(C)cc(C)n2)cc1,13%,-24
O=C(Nc1ccc(Cl)cn1)c1ccc(-c2cc(Cl)ccc2Cl)o1,-9%,-6
Cn1c(SCC(=O)N2CCCCC2)nc2cccnc21,?,·
Cc1ccc(C(=O)OCC(=O)Nc2cc(C(C)(C)C)nn2-c2ccccc2)c(O)c1,?,·
C/C=C/C1=CC(=O)C[C@H](c2ccc3c(c2)OCO3)C1,i,·
COCCNC(=O)C(c1ccc(C)o1)N(CCOC)C(=O)Cn1nnc2ccccc21 (stereo unspecified),0%,8
O=C1c2ccccc2NC(c2cc(Cl)cc(Cl)c2O)N1Cc1cccnc1 (stereo unspecified),?,·
COc1ccc(NC(=O)CSc2ccc3nnc(-c4cccnc4)n3n2)cc1,5%,2
O=c1[nH]c(=S)[nH]cc1Oc1ccc(Cl)cc1Cl,?,·
Cn1nc([N+](=O)[O-])nc1Oc1ccccc1,?,·
Cc1cccc(OCCC(=O)NCC(=O)Nc2c(C)cccc2C)c1,12%,2
CCOc1cc(/C=N/NC(=O)c2c(-c3ccccc3)noc2C)ccc1O,6%,-9
COc1ccccc1NC(=O)Cc1ccsc1,15%,-1
Cc1cccc(C(C)C)c1NC(=O)c1ccc(CN(c2ccccc2)S(=O)(=O)c2ccccc2)cc1,-1%,-8
CCN(C(=O)COc1ccccc1C(=O)NCc1ccccc1)C1CCS(=O)(=O)C1 (stereo unspecified),5%,-7
Cc1ccsc1/C=N/Nc1nc(Cl)c(Cl)cc1Cl,-1%,10
Cc1ccc(SCC(=O)Nc2nnc(C(C)(C)C)s2)cc1,?,·
COc1ccccc1N1CCN(C(c2ccccc2Cl)c2nnnn2C(C)(C)C)CC1 (stereo unspecified),?,·

4 of the entries above in order of the Lipid storage S3 cell count max value, ascending:
compound,Lipid storage S3,Lipid storage S3 cell count max
CCOc1cc(/C=N/NC(=O)c2c(-c3ccccc3)noc2C)ccc1O,6%,-9
CC(/C=N/NC(=O)COc1ccccc1C)=N\NC(=O)COc1ccccc1C,i,-6
CCOc1ccccc1NC(=O)C1CCCN(S(=O)(=O)c2ccc(-n3cnnn3)cc2)C1 (stereo unspecified),i,21
COc1ccc(CCN(C)CCC(=O)Nc2cccc(C)c2)cc1OC,-1%,23

Next compounds.
compound,Lipid storage S3,Lipid storage S3 cell count max
O=c1[nH]c2ccccc2nc1-c1cccs1,?,·
CCc1noc(C)c1C(=O)OC(C)C(=O)NCc1ccc(OC)cc1 (stereo unspecified),?,·
Cc1onc(-c2ccccc2)c1C(=O)NC(=S)NNC(=O)c1ccc(O)cc1O,?,·
O=C1COc2ccc(S(=O)(=O)N3CCN(c4cccc(C(F)(F)F)c4)CC3)cc2N1,?,·
CCN(c1ccc2c(c1)OCO2)S(=O)(=O)c1cc(Br)cc2c1N(C(C)=O)CC2,7%,-13
CC(C)N1CCN(Cc2ccc(C#CC(C)(C)O)cc2)CC1CCO (stereo unspecified),9%,-1
C=CCn1nc2ccccc2c1OC,14%,-13
Cc1c(Cl)cnc(NC(=O)COC(=O)C2CC3CCCC(C2)C3=O)c1Cl (stereo unspecified),18%,4
Cc1cc(C)c2sc(N(CCN(C)C)C(=O)c3cc(Cl)sc3Cl)nc2c1,7%,15
COc1cc(C)c(C)cc1S(=O)(=O)N1CCN(Cc2ccc3c(c2)OCO3)CC1,?,·
CC(C)[C@@H](NC(=O)OC(C)(C)C)C(=O)NCC1CCC(C(=O)N[C@@H](Cc2ccccc2)C(=O)O)CC1 (stereo partly specified),?,·
CCOC(=O)C(C)n1cnc2scc(-c3ccc(C)c(C)c3)c2c1=O (stereo unspecified),-18%,-8
c1ccc(Cn2nnc3c(N4CCCCCC4)ncnc32)cc1,?,·
CCCCNC(=O)c1ccc(NC(C)=O)c(Cl)c1,?,·
CC(C)c1ccc(Nc2nc(NCc3ccco3)nc(N3CCOCC3)n2)cc1,?,·
Cc1cc(NC(=O)c2cnn3cccnc23)no1,i,·
O=C(/C=C/c1ccc2c(c1)OCO2)NCCSCc1c(Cl)cccc1Cl,?,·
COc1cc(Cl)cc(CN2CCC(CCC(=O)NC3CC3)CC2)c1OC,?,·
O=C(NCCc1ccccn1)c1n[nH]c(=O)c2ccccc12,?,·
COc1cc2c(cc1OC)C(Nc1ccc(S(N)(=O)=O)cc1)=NC(C)(C)C2,i,-10
COc1c(Cl)cc(Cl)cc1/C=N/n1cnnc1,6%,15
CSc1ccccc1NC(=O)c1ccc(N2CC3CC(C2)c2cccc(=O)n2C3)c(NC(=O)c2cccnc2)c1 (stereo unspecified),i,·
NC(=O)c1ccc(Oc2ccc3ccc(=O)oc3c2)c([N+](=O)[O-])c1,?,·
CCOC(=O)C1CCCN(C(=O)c2cccc(S(=O)(=O)N(C)c3c(C)n(C)n(-c4ccccc4)c3=O)c2)C1 (stereo unspecified),?,·
COc1ccc(S(=O)(=O)N2CCCOC2CNC(=O)C(=O)NCc2ccco2)cc1C (stereo unspecified),?,·
O=C(CSCc1ccccc1)N1CCN(S(=O)(=O)c2cccc(F)c2)CC1,?,·
COc1ccc(Cc2nnc(SCC(=O)Nc3ccccc3C)n(N)c2=O)cc1,24%[0.0737 µM],81
OC(CN1CCNCC1)Cn1ccc2ccccc21 (stereo unspecified),?,·
COc1ccccc1OCCSc1nc2ccccc2n1CCC(=O)O,-20%,1
Nc1nnc(SCc2ccc([N+](=O)[O-])cc2)s1,?,·
O=C(COC(=O)CCc1c[nH]c2ccccc12)NCc1ccccc1,?,·
CCCn1nnnc1NCc1ccc(N(C)C)cc1,i,23
O=C(O)C(c1ccccc1)N1CCCCC1 (stereo unspecified),?,·
CCC1CCCCN1S(=O)(=O)c1ccc(S(=O)(=O)N2CCN(S(=O)(=O)CC)CC2)cc1 (stereo unspecified),?,·
CC1CCCN(C(=O)Nc2ccc(Br)cc2Cl)C1 (stereo unspecified),5%,13
CN(C)C(=O)c1ccc(NC(=O)COC(=O)/C=C/c2cccs2)cc1,?,·
O=[N+]([O-])c1cccc2ccc(/C=C/c3ccc(C(F)(F)F)cc3)nc12,-17%,-21
O=C1C2CCCN2C(c2cccs2)N1c1ccc(Cl)cc1 (stereo unspecified),11%,7
CCCn1c(CN(C)Cc2ccccc2)nc2c1c(=O)n(C)c(=O)n2C,?,·
Cn1c(=O)c2ccccc2n(CC(=O)Nc2ccc3c(c2)OCCO3)c1=O,3%,4
CCCOc1cccc(-c2cc(-c3n[nH]c(=S)n3CC)c3ccccc3n2)c1,-3%,-3
COc1ccc(-c2noc(CCC(=O)NCc3cccnc3)n2)cc1OC,28%,-16
O=C(CNC(=O)c1ccc(Cl)cc1Cl)Nc1ccc(F)cc1,?,·
CCOc1cccc(NC(=O)/C(C#N)=C\c2cccnc2)c1,?,·
Cc1cccc(CSc2ncnc3c2cnn3Cc2ccccc2)c1,i,·
CC1C(=O)Nc2ccc(S(=O)(=O)Nc3ccccc3Br)cc2NC1=O (stereo unspecified),?,·
CCC(C)(C)C1CCC(=NNC(=O)c2ccoc2C)CC1 (stereo unspecified),?,·
Cc1cccc(N2C(=O)NC3(CCCCC3)C2=O)c1,?,·
COc1ccccc1Cc1nc(-c2ccc(Br)o2)no1,?,·
COC(=O)CC1=C(C(=O)OC)C(c2cccs2)C(C#N)=C(N)O1 (stereo unspecified),12%,-12
CCOC(=O)c1c(C)nc(-c2ccccc2)nc1NC(=O)C(C)C,12%,-15
COc1ccc(-c2noc(CCC(=O)NC3CCCCCC3)n2)cc1,?,·
CN(C(=O)COC(=O)C12CC3CC(CC(C3)C1)C2)c1c(N)n(Cc2ccccc2)c(=O)[nH]c1=O,8%,5
O=C(N/N=C/c1ccc2c(c1)OCO2)c1cccs1,?,·
Cc1cc(F)ccc1S(=O)(=O)Nc1nc2ccccc2nc1Cl,-5%,-11
COc1ccccc1NC(=O)N1CCN(S(C)(=O)=O)CC1,19%,-6
Fc1ccc(NC(=S)N2CCOCC2)c(F)c1,?,·
CCOc1ccc(C(=O)Oc2cc(C)[nH]c(=O)c2[N+](=O)[O-])cc1OCC,i,-12
O=C(CSc1nc2ccccc2[nH]1)NCc1ccccc1,i,-17
Cc1ccc2cc(C)c(SCC(=O)NCC3CCCO3)nc2c1 (stereo unspecified),?,·

New compounds follow
compound,Lipid storage S3,Lipid storage S3 cell count max
CCCOc1ccc(C2NC(=S)NC(C)=C2C(=O)c2ccccc2)cc1OC (stereo unspecified),?,·
O=C(O)CN1C(=O)c2ccc(C(=O)c3ccccc3)cc2C1=O,-1%,·
CCCSC1=C(C#N)C(c2ccc(Cl)cc2Cl)CC(=O)N1 (stereo unspecified),?,·
COC(=O)CSc1nnnn1-c1ccccc1,-3%,-1
CCOCC(=O)Nc1cccc(-c2nc3cccnc3s2)c1C,?,·
COC(=O)CNC(=O)C(NC(=O)OCc1ccccc1)C(C)C (stereo unspecified),?,·
CC(=O)c1ccc(N=c2scc(C)n2C(C)C)cc1,6%,13
COc1ccccc1NC(=S)NC(NC(=O)c1ccco1)C(Cl)(Cl)Cl (stereo unspecified),8%,8
COc1ccc(OCc2nc(N)nc(Nc3ccccc3OC)n2)cc1,?,·
O=C(CSCc1ccc(Cl)cc1)Nc1cccc(C(=O)O)c1,i,-17
COc1ccc(C(=O)Nc2c(N)nc(SCC(=O)c3ccccc3)[nH]c2=O)cc1,i,3
COc1ccc(OC)c(S(=O)(=O)NCc2ccc(N3CCN(C)CC3)cc2)c1,0%,·
Cc1ccc(C2C(C(=O)c3cc4ccccc4o3)=C(O)C(=O)N2CCN2CCOCC2)cc1 (stereo unspecified),i,0
COc1ccc(S(=O)(=O)N2CCN(c3nc(-c4cccnc4)nc4ccccc34)CC2)cc1,?,·
CC1=C(C(=O)OCc2ccccc2)C(c2cccnc2)n2nnnc2N1 (stereo unspecified),?,·
O=C(O)C1C2C=CC(C2)C1C(=O)Nc1cccc(Cl)c1 (stereo unspecified),?,·
Cc1ccc2nc(SCC(=O)Nc3ccc(F)cc3F)nc(=O)n2c1,?,·

Entries of single compounds, looked up by structure. Order of values: Lipid storage S3	Lipid storage S3 cell count max
COc1ccc(OC)c(S(=O)(=O)NCc2ccc(N3CCN(C)CC3)cc2)c1 reads 0%	·
CC(=O)c1ccc(N=c2scc(C)n2C(C)C)cc1 reads 6%	13
CCCOc1ccc(C2NC(=S)NC(C)=C2C(=O)c2ccccc2)cc1OC (stereo unspecified) reads ?	·
COC(=O)CSc1nnnn1-c1ccccc1 reads -3%	-1

An excerpt (hit frequency here may not be typical).
